PPARg SRC-2 ag: agonists of SRC-2 recruitment by human PPARgamma; activation, % at 8 µM; PPARgamma LBD-SRC-2 recruitment, biochemical; AID 1032; 0.34% of 200,000 active; P37231; in the data active = activation above about 22%;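 also: 0% = vehicle and 100% = reference agonist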
Target sequence (P37231 whole entry, looked up, the tested form may be a part): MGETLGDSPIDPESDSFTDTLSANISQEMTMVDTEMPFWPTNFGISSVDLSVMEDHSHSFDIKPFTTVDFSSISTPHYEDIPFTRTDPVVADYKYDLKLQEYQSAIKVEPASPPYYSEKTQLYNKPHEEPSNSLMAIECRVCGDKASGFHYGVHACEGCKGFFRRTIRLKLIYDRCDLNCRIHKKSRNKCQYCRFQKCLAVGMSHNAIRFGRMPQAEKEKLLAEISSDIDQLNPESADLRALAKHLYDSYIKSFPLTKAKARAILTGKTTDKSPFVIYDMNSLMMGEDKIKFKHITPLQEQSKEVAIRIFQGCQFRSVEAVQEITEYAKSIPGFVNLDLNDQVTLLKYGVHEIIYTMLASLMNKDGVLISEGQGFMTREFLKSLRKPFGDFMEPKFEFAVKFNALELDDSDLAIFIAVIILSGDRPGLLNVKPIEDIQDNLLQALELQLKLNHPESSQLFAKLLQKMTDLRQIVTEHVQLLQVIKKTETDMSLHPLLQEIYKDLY
PPARg SRC3 recr: PPARgamma-driven SRC-3 recruitment agonism; P37231; biochemical PPARgamma/SRC-3 coactivator recruitment assay; activation, % at 8 µM; 0.26% of 200,000 active; in the data active = activation above about 23%;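 also: 0% = DMSO and 100% = reference agonist; some compounds past the cut are filed as inactive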
S1P3 antagonist: antagonists of human S1P3 receptor | inhibition, % at 4.98 µM | AID 485 | 0.27% of 170,000 active | CHO S1P3 NFAT-BLA reporter, FRET fluorescence, antagonist mode;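 active = inhibition above the plate cutoff, the mean inhibition of test wells on that plate plus 3 SD, cut at about 28% in these data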;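 also: cells challenged with S1P at its EC80 of 0.8 µM; blue over green emission ratio from cleaved BLA substrate after 4 h stimulation; 0% = S1P-stimulated wells and 100% = unstimulated DMSO-only wells; some compounds past the cut are filed as inactive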
Target sequence (Q99500 whole entry, looked up): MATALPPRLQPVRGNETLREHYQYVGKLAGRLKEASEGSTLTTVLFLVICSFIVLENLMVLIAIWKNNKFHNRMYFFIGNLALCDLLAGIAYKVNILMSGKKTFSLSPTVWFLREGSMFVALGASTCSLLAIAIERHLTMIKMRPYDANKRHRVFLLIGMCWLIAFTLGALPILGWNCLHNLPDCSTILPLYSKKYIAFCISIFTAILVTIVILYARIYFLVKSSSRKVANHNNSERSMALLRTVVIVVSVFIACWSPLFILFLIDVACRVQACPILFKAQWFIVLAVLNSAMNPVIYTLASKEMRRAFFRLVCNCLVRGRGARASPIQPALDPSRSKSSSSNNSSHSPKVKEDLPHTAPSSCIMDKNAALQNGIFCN
PPARg SRC1 recr: agonists of human PPARgamma SRC-1 coactivator recruitment; P37231; PPARgamma-SRC-1 coactivator recruitment biochemical assay; activation, % at 8 µM; 0.41% of 200,000 active; AID 631; in the data active = activation above about 19%;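 also: 0% = DMSO and 100% = reference agonist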
ROMK primary: modulators of human ROMK potassium channel; Tet-inducible ROMK, thallium flux fluorescence; actives lie on both sides; 2% of 130,000 active; B-score at 10 µM; P48048;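 active = signal ratio slope over the read window, or its plate-corrected B-score, at least 3 SD from the plate mean, either direction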;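 also: B-score of the F/F0 ratio slope over 7 to 12 s after thallium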
DTT redox prof: compounds producing H2O2 with reducing agent – biochemical, NIH compound library profiling, artefact control for MLSCN library redox annotation, primary screen. DTT-dependent redox cycling H2O2, phenol red/HRP absorbance; 100% = 100 µM peroxide control, 0% = buffer. activation, % at 10 µM. 0.03% of 200,000 active;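 active = activation of at least 50% relative to the plate's high and low controls in the primary single-dose screen; inactive = activation below 50%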;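 also: compound incubated with DTT at 0.8 mM final as the reducing agent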
L major viab: inhibitors of Leishmania major promastigote growth; inhibition, % at 10 µM; Leishmania major promastigotes, resazurin fluorescence viability; AID 1063; 9% of 200,000 active; in the data active = inhibition above about 50%;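 also: promastigotes grown with compound for 44 hours at 28 °C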
TR-FRET SRC-2 ct: TR-FRET artefact, counter-screen to PPARgamma/SRC-2 agonist assay; TR-FRET ratio at 8 µM; AID 1049; 0.4% of 200,000 active; active compounds read high; in the data active = TR-FRET ratio above about 2000; also: inactives centre near 1500; reference of the scale not given here
TLR4 MyD88 comp: blocks binding of human TLR4 to MyD88. 0.18% of 200,000 active. AID 861. HeLa CL3-4 TLR4/MyD88 BLA complementation, FRET ratio. inhibition, % at 8.4 µM; in the data active = inhibition above about 25%;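 also: 0% = vehicle and 100% = reference inhibitor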
bIAP activator: increases bovine intestinal alkaline phosphatase activity; AID 1016; purified bovine IAP, CDP-star luminescence, 30 min; active compounds read high; fold of DMSO-control signal, blank-subtracted; activation factor at 20 µM; 0.17% of 200,000 active;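 active = activation factor of 2 or more at 20 µM, a signal rise over negative controls twice the positive control's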
bIAP inh: intestinal alkaline phosphatase (bovine) inhibition. purified bovine IAP, CDP-star luminescence, 30 min. inhibition, % at 20 µM. 190,000 tested, under 10 active;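 active = over 50% inhibition of intestinal alkaline phosphatase at 20 µM in the single-dose screen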
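Assay system – bovine IAP enzyme · Quantity – bovine IAP at 1/65,000,000 final dilution · Detection – CDP-star luminescence signal · Times – 30 min reaction at room temperature · Also added – CDP-star substrate at 30 µM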
Active calls of the source: *; . = no result given.

SMILES	PPARg SRC-2 ag	PPARg SRC3 recr	S1P3 antagonist	PPARg SRC1 recr	ROMK primary	DTT redox prof	L major viab	TR-FRET SRC-2 ct	TLR4 MyD88 comp	bIAP activator	bIAP inh
Cc1noc(C)c1S(=O)(=O)Nc1ccc(C(=O)N2CCC(C)CC2)cc1	-3	0	-8	-6	0.016	-1.1	3	1399	6	0.9	6
O=C(Nc1nnc(CCN2CCCCC2)s1)c1ccccc1	13	2	7	6	0.7	-0.9	-2	1527	3	1	-2
O=C1CCCC(O)=C1C=Nc1ccc(O)cc1	2	11	22	1	.	2.8	-8	1585	5	0.9	8
O=C(COc1ccc(Cl)cc1Cl)Nc1ccccn1	0	7	-9	5	0.088	-1.0	4	1431	-10	0.9	6
C=CCn1c(SCc2nc3sc(C(=O)O)c(C)c3c(=O)[nH]2)nnc1-c1ccccc1	5	5	4	0	-1.6	-0.5	-8	1579	-8	0.9	7
CC1(CC(=O)N/N=C/c2ccc(-c3ccc(C(=O)O)cc3)o2)OCCO1	4	-2	.	-1	1.5	-4.8	-4	1388	1	1	1
COc1ccc(NC(=O)c2ccc(NC(=O)C(C)C)cc2)c([N+](=O)[O-])c1	-4	5	3	7	0.78	0.3	28	1535	7	0.9	6
CCCCCCNCc1ccc(Br)cc1	9	11	.	-2	.	-4.8	86*	1482	13	0.7	33
COc1ccccc1OCCn1c(=O)oc2ccc(C)cc21	0	-1	5	-6	-0.53	0.9	-4	1571	-1	1	4
CN(Cc1ccccc1)c1ccc(N2C(=O)CCCC2=O)cc1[N+](=O)[O-]	0	-1	7	1	-0.098	0.1	81*	1450	-8	0.8	15
CC(C)NC(=O)C(OC(=O)c1ccccc1)C(OC(=O)c1ccccc1)C(=O)O (stereo not drawn)	6	1	.	1	.	-4.4	-3	1709	-5	1	0
COc1ccc(-c2nc(N)ncc2-c2csc(C)n2)c(O)c1OC	1	5	-20	-1	1.3	-0.7	0	1644	-8	1	3
O=S(=O)(NC12CC3CC(CC(C3)C1)C2)c1ccc(F)cc1	8	1	.	4	-1.3	-0.1	1	1623	8	0.6	41
COc1ccc(CN(C)CC(=O)NC(C)c2ccccc2)c(OC)c1 (stereo not drawn)	6	3	-7	12	-2.5	0.1	1	1807	-11	1.1	-7
CCCOc1ccc(N2C(=O)CC(NCCNc3ccc(S(=O)(=O)CC)cc3)C2=O)cc1 (stereo not drawn)	8	-15	1	3	.	-3.7	-6	1583	-9	1	4
COC(=O)c1cc(C#N)c(Oc2ccccc2)nc1C	-13	-3	.	-7	.	1.9	3	1369	-5	.	.
CCN(CC)CCN1C(=O)C(O)=C(C(=O)c2ccco2)C1c1ccccn1 (stereo not drawn)	4	8	.	8	0.72	0.1	-1	1497	-3	1	3
CCN1CCN(c2ccc(N=Cc3ccc(O)cc3O)cc2)CC1	-1	0	-19	-1	-1	-0.5	-1	1472	2	1.1	-5
CCc1ccc2[nH]c3nc(C)cc(C)c3c(=O)c2c1	1	0	5	0	0.91	0.1	26	1484	-28	0.9	9
COc1cc2c(cc1OC)CN(C(=O)C1(c3ccccc3)CC1)CC2	-3	-2	-36	-2	-0.93	-0.2	8	1286	-7	1	-4
O=C(CCCCl)NC1=NN(c2ccccc2)C(=O)C1	6	1	9	3	.	0.3	-8	1546	6	0.9	9
CC1CSc2ccccc2NC1=S (stereo not drawn)	10	4	.	6	0.39	-0.2	8	1690	-1	1	-3
Cc1ccc(NC(=O)COC(=O)c2ccc([N+](=O)[O-])s2)c(C)c1	-2	1	-8	-2	.	0.6	-12	1541	1	1.2	-24
O=C(O)C1C2C=CC(O2)C1C(=O)Nc1ccc(S(=O)(=O)Nc2ccccc2)cc1 (stereo not drawn)	4	2	10	0	.	1.4	0	1343	2	1	1

Quoted at random: 2 entries already listed.
SMILES	PPARg SRC-2 ag	PPARg SRC3 recr	S1P3 antagonist	PPARg SRC1 recr	ROMK primary	DTT redox prof	L major viab	TR-FRET SRC-2 ct	TLR4 MyD88 comp	bIAP activator	bIAP inh
O=C(O)C1C2C=CC(O2)C1C(=O)Nc1ccc(S(=O)(=O)Nc2ccccc2)cc1 (stereo not drawn)	4	2	10	0	.	1.4	0	1343	2	1	1
CCc1ccc2[nH]c3nc(C)cc(C)c3c(=O)c2c1	1	0	5	0	0.91	0.1	26	1484	-28	0.9	9

Shown bar-delimited: 14 of the compounds above.
molecule | PPARg SRC-2 ag | PPARg SRC3 recr | S1P3 antagonist | PPARg SRC1 recr | ROMK primary | DTT redox prof | L major viab | TR-FRET SRC-2 ct | TLR4 MyD88 comp | bIAP activator | bIAP inh
C=CCn1c(SCc2nc3sc(C(=O)O)c(C)c3c(=O)[nH]2)nnc1-c1ccccc1 | 5 | 5 | 4 | 0 | -1.6 | -0.5 | -8 | 1579 | -8 | 0.9 | 7
CC1(CC(=O)N/N=C/c2ccc(-c3ccc(C(=O)O)cc3)o2)OCCO1 | 4 | -2 | . | -1 | 1.5 | -4.8 | -4 | 1388 | 1 | 1 | 1
COc1ccc(NC(=O)c2ccc(NC(=O)C(C)C)cc2)c([N+](=O)[O-])c1 | -4 | 5 | 3 | 7 | 0.78 | 0.3 | 28 | 1535 | 7 | 0.9 | 6
CCCCCCNCc1ccc(Br)cc1 | 9 | 11 | . | -2 | . | -4.8 | 86* | 1482 | 13 | 0.7 | 33
COc1ccccc1OCCn1c(=O)oc2ccc(C)cc21 | 0 | -1 | 5 | -6 | -0.53 | 0.9 | -4 | 1571 | -1 | 1 | 4
CN(Cc1ccccc1)c1ccc(N2C(=O)CCCC2=O)cc1[N+](=O)[O-] | 0 | -1 | 7 | 1 | -0.098 | 0.1 | 81* | 1450 | -8 | 0.8 | 15
CC(C)NC(=O)C(OC(=O)c1ccccc1)C(OC(=O)c1ccccc1)C(=O)O (stereo not drawn) | 6 | 1 | . | 1 | . | -4.4 | -3 | 1709 | -5 | 1 | 0
COc1ccc(-c2nc(N)ncc2-c2csc(C)n2)c(O)c1OC | 1 | 5 | -20 | -1 | 1.3 | -0.7 | 0 | 1644 | -8 | 1 | 3
O=S(=O)(NC12CC3CC(CC(C3)C1)C2)c1ccc(F)cc1 | 8 | 1 | . | 4 | -1.3 | -0.1 | 1 | 1623 | 8 | 0.6 | 41
COc1ccc(CN(C)CC(=O)NC(C)c2ccccc2)c(OC)c1 (stereo not drawn) | 6 | 3 | -7 | 12 | -2.5 | 0.1 | 1 | 1807 | -11 | 1.1 | -7
CCCOc1ccc(N2C(=O)CC(NCCNc3ccc(S(=O)(=O)CC)cc3)C2=O)cc1 (stereo not drawn) | 8 | -15 | 1 | 3 | . | -3.7 | -6 | 1583 | -9 | 1 | 4
COC(=O)c1cc(C#N)c(Oc2ccccc2)nc1C | -13 | -3 | . | -7 | . | 1.9 | 3 | 1369 | -5 | . | .
CCN(CC)CCN1C(=O)C(O)=C(C(=O)c2ccco2)C1c1ccccn1 (stereo not drawn) | 4 | 8 | . | 8 | 0.72 | 0.1 | -1 | 1497 | -3 | 1 | 3
CCN1CCN(c2ccc(N=Cc3ccc(O)cc3O)cc2)CC1 | -1 | 0 | -19 | -1 | -1 | -0.5 | -1 | 1472 | 2 | 1.1 | -5

Additional results follow.
SMILES	PPARg SRC-2 ag	PPARg SRC3 recr	S1P3 antagonist	PPARg SRC1 recr	ROMK primary	DTT redox prof	L major viab	TR-FRET SRC-2 ct	TLR4 MyD88 comp	bIAP activator	bIAP inh
O=C1c2ccccc2NC2CCCCCN12 (stereo not drawn)	-2	3	11	-3	.	2.4	-4	1390	-8	0.5	.
Cc1cccc(NC(=O)C2CCN(c3nccc(C)n3)CC2)c1	1	-3	-25	5	.	-3.0	7	1585	-7	1.1	-6
CC(C)OC(=O)CSc1nnc(-c2ccc(Cl)cc2Cl)n1N	1	-2	11	4	-0.62	-5.2	0	1313	-15	0.9	5
CCOC(=O)N1CCN(CCC(=O)Nc2cc(OC)cc(OC)c2)CC1	13	9	.	-2	0.025	0.5	52*	1514	11	1.1	-8
NC(=O)c1nsc(C(=O)N(c2cccc(F)c2)C(C(=O)NCC2CCCO2)c2cccs2)c1N (stereo not drawn)	-2	2	4	2	-0.11	-0.3	29	1678	12	1	0
CC[n+]1c(C)cc2c(sc3ccccc32)c1C	10	4	2	9	0.17	-2.3	22	1548	19	0.9	12
C/C(N)=C(/C#N)C(=O)COC(=O)Cc1coc2ccc3ccccc3c12	-5	-5	-18	-8	-0.17	-10	8	1369	-4	1.1	-13
CC1(C)CC(=O)C(C=NCCN2CCOCC2)=C(O)C1	3	12	-5	6	.	-0.8	8	1756	1	1	-1
COC(=O)c1cc2sccc2n1Cc1ccc(C)cc1	7	2	.	-4	.	1.2	3	1584	-7	0.8	18
CC1=CCC(Cc2nc3ccccc3o2)C1(C)C (stereo not drawn)	-1	15	-8	-2	.	16	-8	1404	-9	0.9	8
Cc1nnc(N/N=C/C2CC=CCC2)[nH]c1=O (stereo not drawn)	7	5	-6	-2	0.24	2.7	-5	1555	10	1	4
CNC(=O)NC(=O)COC(=O)/C=C/c1cccc(Br)c1	-11	-4	-13	-7	-0.24	0.1	-6	1572	-1	1	-1
Cc1[nH]c2ccccc2c1C(=O)CN1CCCC1	6	-7	-14	3	0.75	-1.4	8	1733	-7	1.1	-14
O=C1c2ccccc2C(=O)C1c1nccc2ccccc12	9	3	-1	-2	.	-2.0	5	1490	4	0.8	18
CCOP(=O)(OCC)C(NC(C)=O)C(=O)c1ccccc1 (stereo not drawn)	-4	-1	-8	2	0.53	-0.7	-1	1713	3	1	0
CSc1cc(-c2ccc(Cl)cc2)c(C(=O)N2CCCC2)s1	0	-4	.	2	.	2.0	5	1524	-1	0.8	17
COc1ccc(N2CCN(C(=O)CCNC(=O)c3ccc(C(C)(C)C)cc3)CC2)cc1	-8	4	1	-1	2.3	-0.6	23	1581	-9	1.1	-6
Cn1c(=O)c2c(nc(N3CCCCC3)n2CCNC2=NCCC2)n(C)c1=O	-5	-7	6	-4	-0.17	3.1	3	1446	-11	0.9	12
CCN(CC)c1ccc(-c2n[nH]c(=S)n2-c2ccccc2C)cc1	3	2	-8	1	-0.4	-3.1	-8	1569	-5	1.2	-17
CCOC(=O)CNC(=O)CSc1nc(N)cc(N)n1	-5	7	-1	4	.	1.9	-4	1501	0	0.9	7
CCOc1ccc(NC(=O)CCCOc2cc(=O)n(C)c3ccccc23)cc1	13	8	.	3	.	0.4	-3	1566	-6	0.9	7
CN(C1=NC(=O)C(CC(=O)O)S1)c1ccc(O)cc1 (stereo not drawn)	1	4	-3	4	0.63	0.0	-3	1665	-16	1.1	-6
Cn1c(CN2CCCCC2)nc2cc(NC(=O)c3ccccc3)ccc21	10	-4	2	-2	-1.2	-0.5	15	1488	11	1	-4
CC(=O)Nc1ccc(C(C#N)c2ccccc2)cc1 (stereo not drawn)	3	6	4	-2	0.43	0.0	-5	1449	5	0.9	9
CC(C)NC(=O)c1ccccc1NC(=O)C1COc2ccccc2O1 (stereo not drawn)	6	-3	.	0	-0.14	3.1	55*	1528	3	0.9	9
CCCS(=O)(=O)N1CCC(C(=O)N2CCCC2)CC1	8	5	-8	8	0.31	-0.6	-3	1647	-6	0.9	13
CCCCOC(=O)c1ccc(NC(c2ccc(C)cc2)P(=O)(OC)OC)cc1 (stereo not drawn)	8	2	2	-3	-0.037	-0.4	3	1680	1	1.4	-38
Nc1ccc(-c2cc(N)n(-c3ccccc3)n2)cc1	3	-1	4	1	.	2.9	8	1391	0	1	-4

Bioassay records: PubChem BioAssay, several laboratories
